GLD-1 RNA inh: GLD-1-TGE RNA interaction inhibition (C. elegans); purified GLD-1 + fluorescein TGE RNA, fluorescence polarization; inhibition, % at 5.96 µM; hit rate 0.44% among 320,000;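 active = percent inhibition above a per-plate cutoff, the plate mean of test compounds plus 3 SD, cut at about 30% in these data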;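 also: 0% = DMSO wells with GLD-1 and probe and 100% = wells lacking GLD-1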
BCLXL inh: Bcl-xL (human) inhibition | hit rate 0.7% among 320,000 | inhibition, % at 10.9 µM | GST-Bcl-xL / FITC-Bim BH3 peptide fluorescence polarization | Q07817;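 active = inhibition above the mean of all tested compounds plus 3 SD, cutoff set per campaign, cut at about 30% in these data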;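 also: 0% = DMSO wells and 100% = unlabeled Bim-BH3 peptide competitor; inhibitors lower millipolarization by displacing the labeled peptide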
Target sequence (Q07817 whole entry, looked up): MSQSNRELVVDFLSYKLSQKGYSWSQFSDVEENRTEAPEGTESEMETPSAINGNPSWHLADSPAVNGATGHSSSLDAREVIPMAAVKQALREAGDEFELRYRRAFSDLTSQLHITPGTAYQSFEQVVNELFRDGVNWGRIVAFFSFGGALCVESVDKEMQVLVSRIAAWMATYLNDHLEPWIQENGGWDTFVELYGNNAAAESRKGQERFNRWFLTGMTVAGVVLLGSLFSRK
CIT2 TOR yeast: modulators of TOR pathway CIT2-GFP in S. cerevisiae; S. cerevisiae CIT2-GFP strain, flow cytometry, 3 h; 100 means same as DMSO wells; hit rate 0.065% among 320,000; GFP response vs DMSO, % at 10 µM;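 active = GFP response relative to DMSO above a set limit, near the screen mean plus 3 SD, cut at about 150% in these data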;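 also: ratio of well median GFP fluorescence to mean of DMSO wells on the plate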
CR mimetic SO: yeast age-related superoxide inhibition as caloric restriction mimetic; S. cerevisiae aged cells, superoxide DHE fluorescence; stronger effect = lower value; superoxide response (% of plate mean), % at 10 µM; hit rate 0.18% among 330,000; AID 2690;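 active = superoxide response under a set limit, about three screen SD below normal, cut at about 65% in these data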;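 also: yeast aged for seven days with compound at 30 °C before DHE staining; 100% = average MFI of all compound-treated wells on the plate with controls excluded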
MEX-5 binding: C. elegans MEX-5 TCR-2 RNA binding activity | Q9XUB2 | MEX-5/FITC-TCR2 RNA binding, fluorescence polarization; stronger effect = lower value | activity score (negative = inhibition of binding), % at 10 µM | hit rate 0.38% among 300,000 | AID 1832;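 active = inhibition past about -25% in most replicates, and total fluorescence under double the plate's negative control median, limit read from the data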;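 also: 0% = DMSO and -100% = 5 µM competing unlabeled TCR2 RNA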
Target sequence (Q9XUB2 whole entry, looked up): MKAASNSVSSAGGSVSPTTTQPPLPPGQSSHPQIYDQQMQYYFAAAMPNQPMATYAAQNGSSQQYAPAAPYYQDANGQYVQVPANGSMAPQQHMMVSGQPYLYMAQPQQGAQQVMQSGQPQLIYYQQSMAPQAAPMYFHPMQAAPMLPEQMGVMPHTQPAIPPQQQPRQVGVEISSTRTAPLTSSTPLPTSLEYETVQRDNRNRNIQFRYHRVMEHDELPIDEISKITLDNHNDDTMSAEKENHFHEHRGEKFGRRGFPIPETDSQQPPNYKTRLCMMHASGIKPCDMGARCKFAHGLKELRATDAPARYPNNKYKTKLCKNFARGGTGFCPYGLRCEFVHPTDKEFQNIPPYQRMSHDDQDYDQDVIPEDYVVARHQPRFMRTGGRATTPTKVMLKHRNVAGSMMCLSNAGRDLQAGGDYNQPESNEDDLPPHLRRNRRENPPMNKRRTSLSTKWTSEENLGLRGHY
AGP1-GFP MLPCN: alters AGP1-GFP fluorescence in TOR pathway yeast screen; S. cerevisiae AGP1-GFP multiplex flow cytometry, 3 h; GFP as percent of DMSO wells; AID 2066; GFP response vs DMSO, % at 10 µM; hit rate 0.02% among 320,000;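 active = GFP response relative to DMSO above a set limit, near screen average plus 3 SD, cut at about 150% in these data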;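 also: median GFP channel fluorescence of the gated AGP1 strain per well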
MCL1-BIM inh: inhibitors of human MCL1 binding to BIM-BH3 peptide; Q07820; GST-MCL1 / FITC-Bim-BH3 fluorescence polarization; inhibition, % at 10.9 µM; hit rate 0.68% among 320,000;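 active = inhibition above the mean inhibition of all tested compounds plus 3 SD, set per campaign, cut at about 40% in these data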;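 also: 0% = DMSO wells and 100% = unlabeled Bim-BH3 peptide control; higher means more loss of mP so more displacement of Bim peptide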
Target sequence (Q07820 whole entry, looked up): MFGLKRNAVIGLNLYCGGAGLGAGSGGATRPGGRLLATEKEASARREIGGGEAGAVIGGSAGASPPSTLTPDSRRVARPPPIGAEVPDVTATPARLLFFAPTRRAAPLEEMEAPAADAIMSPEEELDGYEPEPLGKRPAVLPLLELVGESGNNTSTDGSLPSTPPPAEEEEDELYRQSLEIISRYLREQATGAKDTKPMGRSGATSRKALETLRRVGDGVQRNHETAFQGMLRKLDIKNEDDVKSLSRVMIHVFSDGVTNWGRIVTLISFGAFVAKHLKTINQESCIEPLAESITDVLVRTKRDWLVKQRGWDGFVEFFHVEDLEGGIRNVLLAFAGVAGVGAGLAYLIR
VLA-4 inh: inhibition in a human VLA-4 binding assay; hit rate 0.2% among 330,000; VLA-4 expressing cells, ligand binding flow cytometry; inhibition, % (about 7 µM as worked out from the volumes in the protocol); in the data active = inhibition above about 50%
GRK2 aptamer HTS: blocks RNA aptamer binding to human GRK2; bead flow cytometry, FAM-aptamer displacement from GRK2; inhibition of aptamer binding, % at 10 µM; hit rate 0.59% among 330,000; AID 488847;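 active = inhibition of aptamer binding above 40%, roughly 3 SD of noise, on plates passing a quality check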;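 also: median bead fluorescence of bound FAM aptamer so fluorescent compounds give negative values; no value below 0 was filed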
Starred values were filed as active, the others as inactive; i = inactive; . = no result given.

SMILES	GLD-1 RNA inh	BCLXL inh	CIT2 TOR yeast	CR mimetic SO	MEX-5 binding	AGP1-GFP MLPCN	MCL1-BIM inh	VLA-4 inh	GRK2 aptamer HTS
O=C(Nc1ccncc1)c1c(F)c(F)c(F)c(F)c1F	-7.6	-2.5	101.5	111.5	0.1	93.5	3.1	2.4	0.0
COc1ccc(OCC(=O)NNC(=O)C2CCN(c3ncnc4sc(C)c(C)c34)CC2)cc1	-1.4	1.2	92.7	78.9	.	104.9	1.3	0.0	0.0
C[C@@H]1O[C@@H](OC[C@H]2O[C@@H](Oc3c(-c4ccc(O)cc4)oc4cc(O)cc(O)c4c3=O)[C@H](O)[C@@H](O)[C@@H]2O)[C@H](O)[C@H](O)[C@H]1O	0.3	2.6	98.0	82.0	0.1	98.1	3.6	-4.9	3.0
CCn1c(SCC(=O)c2[nH]c(C)c(C(C)=O)c2C)nnc1-c1ccccc1	3.3	-5.1	102.5	114.7	0.6	105.9	-1.0	7.3	0.0
CC(=O)N(CCC1(c2ccc(C)cc2)CCOC(C(C)C)C1)Cc1ccco1 (centres undefined)	-5.3	7.0	85.5	88.8	1.2	100.3	1.7	-3.0	2.0
CC(Oc1ccccc1)C(=O)NC1CCSc2ccccc21 (centres undefined)	-0.8	1.9	86.1	110.0	.	95.3	2.6	3.6	1.0
COc1ccc(C(=O)NCC(=O)NCC(=O)OCC(=O)c2ccc(Br)cc2)cc1	2.2	1.7	89.0	90.1	2.4	91.7	2.0	5.4	0.0
COC(=O)c1ccc(S(=O)(=O)N2CCC(c3nc4ccccc4o3)CC2)cc1	-2.7	1.0	107.1	116.7	0.2	103.3	-3.1	-3.6	0.0
CCOc1ccc2nc(SC3CC(=O)N(c4ccc(OC)cc4)C3=O)sc2c1 (centres undefined)	-3.1	4.9	105.1	103.9	0.7	102.4	-0.6	2.9	0.0
N#CC(C(=O)CCN1C(=O)C2CC=CCC2C1=O)c1nc2ccccc2[nH]1 (centres undefined)	3.5	0.5	85.3	100.2	-2.1	116.0	3.3	14.3	1.0
CCC(C)NS(=O)(=O)c1ccc(F)c(C(=O)Nc2c(F)cc(F)cc2Br)c1 (centres undefined)	1.8	2.8	90.7	92.4	0.5	99.9	-1.5	-5.1	2.0
CCc1ccc2[nH]c3nc(SCc4nnc(-c5ccccc5)o4)nnc3c2c1	6.2	7.0	107.2	111.4	-3.1	103.9	3.1	6.4	2.0
Cn1sc(NC(=O)c2ccc(Cl)cc2)nc1=O	0.4	2.7	94.3	104.2	-1.2	82.9	1.7	6.7	1.0
COc1ccc(CNC(=O)C[C@H]2C(=O)N(Cc3ccc(OC)cc3)C[C@@H]2Cc2ccccc2)cc1	4.4	7.5	114.0	100.1	-1.7	89.9	11.2	10.3	0.0
CC(C)On1c(SC(C)C)nc2ccccc2c1=O	0.5	8.9	94.4	80.0	-0.5	82.0	1.9	0.9	0.0
OCC[C@H]1C[C@H](O)[C@@H](O)[C@@]2(Cc3ccccc3CO2)O1	-8.7	3.0	75.3	97.4	.	83.5	2.5	-1.2	0.0
CC1(C)CC(=O)C(C(c2cccnc2)C2C(=O)CC(C)(C)CC2=O)C(=O)C1	-7.0	8.0	.	92.8	0.3	92.8	9.6	10.1	1.0
O=C(c1ccco1)N1CCn2cccc2C1c1ccccc1 (centres undefined)	0.7	-0.8	101.3	106.0	1.6	87.7	-2.7	11.4	0.0
Cc1cc(C(=O)Nc2ccc(Br)cn2)sc1C	9.2	-4.9	96.7	101.0	.	90.4	6.9	14.1	0.0
COc1cc(SC)ccc1C(=O)N1CCCCCC1	0.0	-3.3	94.5	107.7	-2.5	95.6	-1.5	8.1	2.0
Cc1ccc(SCCNC(=O)c2ccc(C)c([N+](=O)[O-])c2)cc1	4.7	-1.9	93.9	112.8	-0.3	89.3	-1.4	1.0	2.0
COc1ccc(-c2csc(NC(=O)c3ccoc3C)n2)cc1	-0.3	2.9	104.3	104.8	1.3	113.1	9.6	-63.6	2.0
Cc1ccc(-n2c(C)nnc2SCC(=O)N2CCc3ccccc3C2)cc1C	0.4	1.1	92.7	107.2	-1.0	107.1	-5.9	1.8	1.0
CCC(C)[C@H](N)C(=O)NC[C@H]1CC[C@H](C(=O)N[C@@H](Cc2ccccc2)C(=O)O)CC1 (some centres undefined)	.	.	104.2	95.6	-1.1	100.7	.	-1.0	0.0
CCOc1cccc(-c2nnc3sc(-c4cccs4)nn23)c1	-6.8	2.5	98.9	104.7	0.1	105.9	10.2	-27.4	1.0
Going on with the list.
SMILES	GLD-1 RNA inh	BCLXL inh	CIT2 TOR yeast	CR mimetic SO	MEX-5 binding	AGP1-GFP MLPCN	MCL1-BIM inh	VLA-4 inh	GRK2 aptamer HTS
CCCN(CCC)C(=O)/C=C/c1cccc([N+](=O)[O-])c1	1.2	4.6	100.7	113.0	-1.7	104.5	-0.8	-4.0	3.0
Cn1c(CC(=O)Nc2ccccc2F)nnc1SCC(=O)Nc1ccccc1Br	1.3	-0.8	90.2	110.8	-1.3	88.7	2.9	-4.4	.
N=c1ccn(Cc2ccc(Cl)cc2)cc1	5.9	2.3	107.6	93.5	2.7	104.4	-1.4	0.0	0.0
CCOC(=O)c1[nH]c2ccccc2c1NC(=S)Nc1ccccc1C	-0.6	5.3	93.8	97.0	-4.6	93.1	12.3	9.4	0.0
CCOC(=O)CN1C(=O)C(=O)N(Cc2c(F)cccc2Cl)C1=O	-2.4	9.3	104.2	95.5	1.8	101.5	-2.1	-0.7	2.0
COc1ccc(-c2nnc(SCc3nnc(-c4ccccc4)o3)n2-c2ccccc2)cc1	5.6	5.7	92.0	i	-1.4	91.7	5.2	-1.7	0.0
CCOC(=O)c1c(NC(=O)Cn2cnc3sc(C)c(-c4ccccc4)c3c2=O)sc(C)c1C	3.1	-6.2	102.0	90.5	-4.6	103.2	-11.8	-5.9	2.0
O=S(=O)(c1ccccc1)N1CN(Cc2ccc(F)cc2)c2nc3ccccc3nc21	5.5	8.7	97.8	80.9	0.6	101.6	1.8	8.8	0.0
COc1ccccc1NS(=O)(=O)c1cc(C(=O)NCC(c2ccco2)N(C)C)ccc1C (centres undefined)	3.0	-0.6	94.8	97.4	-1.1	107.3	-2.1	-12.2	3.0
O=C1CCCN2N=C(SCC(=O)Nc3ccccc3C(F)(F)F)SC2=N1	-3.3	2.2	100.3	109.7	-5.4	105.6	-0.2	13.8	4.0
Brc1ccc(-c2nnc3sc(CNC4CCCC4)cn23)cc1	2.4	2.6	96.5	101.6	2.8	101.0	2.3	-4.3	0.0
Nc1cc(=O)[nH]c(SCC(=O)Nc2ccccc2-c2ccccc2)n1	-2.8	5.2	102.7	101.4	1.5	94.5	11.2	2.6	0.0
CCCCNC(=O)c1cn(CC)c2cc(N3CCN(C)CC3)c(F)cc2c1=O	0.0	4.2	96.5	108.8	0.4	106.7	-6.2	8.1	5.0
CCOC(=O)C1=C(COC(=O)CNC(=O)c2ccc(C)cc2)NC(=O)NC1C (centres undefined)	5.8	6.9	85.3	110.8	-0.8	87.6	3.4	-11.8	0.0
CC(OC(=O)c1ccc(NS(=O)(=O)c2cccs2)cc1)C(=O)N(C)C1CCCCC1 (centres undefined)	0.9	4.3	102.5	111.5	0.8	102.8	5.2	2.1	2.0
CC1(C)CC(=O)C=C(NCCO)C1	1.4	1.7	103.9	107.9	0.2	114.4	1.7	-0.7	0.0
CCN(CC)C(=O)c1ccc2nc(-c3ccccc3)c(-c3ccccc3)nc2c1	-0.4	3.5	106.8	109.7	1.1	99.1	-1.9	-0.1	2.0
COC(=O)c1sccc1NC(=O)CSc1ccccc1NC(=O)CNC(C)C	2.4	5.3	101.8	97.4	0.8	102.0	-1.4	43.5	2.0
COC(=O)c1sc(SC)c2c1CC(C)(C)C/C2=N/O	1.3	-2.8	96.6	96.7	-2.2	101.0	-3.8	25.6	1.0
CC1CCC2(CC1)NC(=O)N(CC(=O)Nc1cccc(S(=O)(=O)N3CCCCC3)c1)C2=O (centres undefined)	1.3	.	114.2	81.6	.	104.1	.	-10.6	1.0
CCOC(=O)C1=C(COC(=O)COc2ccc(OCC)cc2)NC(=O)NC1C (centres undefined)	2.6	-3.1	96.6	98.3	-3.0	113.6	-7.9	2.1	2.0
CN1CCN(C(=O)CCCOc2ccc(Cl)cc2Cl)CC1	-5.1	4.3	104.4	108.2	0.9	109.2	5.8	-37.8	0.0
Cc1ccc(C)c(OCCCNCc2ccccc2)c1	3.7	-0.5	103.2	92.8	-2.3	96.6	-4.8	0.3	0.0
COCCNC(=O)c1c[nH]c2ccc(S(=O)(=O)Nc3ccc(F)cc3F)cc2c1=O	-2.1	5.4	91.5	102.8	-2.3	87.9	2.7	8.1	91.0*
O=C(CCN1CCN(Cc2ccccc2)CC1)Nc1ccc(OCc2ccccc2)cc1	4.2	-1.4	102.7	91.2	2.0	102.4	-0.3	-50.7	0.0
More compounds:
SMILES	GLD-1 RNA inh	BCLXL inh	CIT2 TOR yeast	CR mimetic SO	MEX-5 binding	AGP1-GFP MLPCN	MCL1-BIM inh	VLA-4 inh	GRK2 aptamer HTS
O=C(Nc1nccs1)c1ccccc1Br	-2.2	9.4	112.9	98.8	2.3	95.7	11.9	9.6	1.0
CC1CCN(C(=O)CSc2ccc(-c3cccnc3)nn2)CC1	6.6	2.4	95.5	99.3	-0.9	89.7	7.1	-0.7	2.0
CCc1cccc(C)c1NC(=S)N1CCCC1C(=O)O (centres undefined)	-5.6	-4.0	101.8	101.1	2.1	95.6	-0.4	8.9	3.0
CCOC(=O)CCC(=O)OCC(=O)NC(C)C1CC2CCC1C2 (centres undefined)	0.8	5.2	102.8	98.3	0.1	99.7	-4.7	8.4	0.0
c1ccc2c(CNCCN3CCOCC3)cccc2c1	3.3	7.7	106.4	98.5	-2.4	99.8	4.0	-6.5	0.0
Cc1cc(C(=O)COC(=O)C2=NN(c3ccccc3)C(=O)CC2)c(C)n1CC(F)(F)F	4.4	2.7	97.5	96.0	3.0	103.5	1.2	2.0	0.0
COc1cc(/C=C/C(=O)O)cc(S(=O)(=O)N2CCN(S(=O)(=O)c3ccc(Cl)cc3)CC2)c1OC	7.5	-3.2	97.7	94.5	-2.8	97.3	-8.1	16.0	0.0
N#C/C(=C\c1ccccc1)C(=O)Nc1ccccn1	4.3	-1.0	96.8	98.3	2.8	98.3	-2.6	2.4	0.0
COc1ccc(Nc2nc(Cl)nc(NCc3ccco3)n2)cc1	6.5	5.6	83.5	106.0	-0.3	81.0	2.0	18.9	1.0
COc1ccc(S(=O)(=O)N2CCN(C(=O)c3cc4c(s3)CCCC4)CC2)cc1	3.9	0.2	95.0	135.6	.	95.5	-1.6	5.1	2.0
C/C(=N/NS(=O)(=O)c1ccc(C)cc1)[C@H]1C[C@@H]1c1ccccc1	0.3	6.5	100.3	96.4	-0.5	94.7	1.9	8.9	2.0
O=C(NCCc1ccccc1)C(=O)N/N=C/c1ccccc1C(F)(F)F	0.9	-4.9	97.7	103.4	-0.7	102.0	-4.1	25.2	2.0
O=C(N/N=C/c1cccnc1)c1ccccc1[N+](=O)[O-]	0.1	0.8	103.5	125.4	-1.1	105.5	11.0	-4.9	0.0
COc1ccc(C(=O)CN2C(=O)NC3(CCCc4ccccc43)C2=O)cc1OC (centres undefined)	2.4	2.2	98.0	98.4	2.6	110.7	6.7	29.0	1.0
O=C(NCc1ccco1)c1ccc(Oc2ccccc2)cc1	1.7	1.9	87.8	91.2	1.9	96.0	-6.0	13.2	0.0

Compound activity deposited in PubChem by several laboratories.
